# High-throughput results (PubChem BioAssay)
# Pol eta inh: qHTS for Inhibitors of Polymerase Eta. DNA polymerase eta (Homo sapiens), Q9Y253. recombinant Pol eta, fluorescent DNA replication assay. Potency, µM (titrated, usually from 114 µM), without a hit: top-dose activity change, negative = inhibition, usual class: inhibitors. 390,000 compounds, 1.2% hits. AID 588591, 2011; further: on the % scale 0 is the no-effect control and ±100 the full control effect
# Target sequence (Q9Y253 whole entry, looked up): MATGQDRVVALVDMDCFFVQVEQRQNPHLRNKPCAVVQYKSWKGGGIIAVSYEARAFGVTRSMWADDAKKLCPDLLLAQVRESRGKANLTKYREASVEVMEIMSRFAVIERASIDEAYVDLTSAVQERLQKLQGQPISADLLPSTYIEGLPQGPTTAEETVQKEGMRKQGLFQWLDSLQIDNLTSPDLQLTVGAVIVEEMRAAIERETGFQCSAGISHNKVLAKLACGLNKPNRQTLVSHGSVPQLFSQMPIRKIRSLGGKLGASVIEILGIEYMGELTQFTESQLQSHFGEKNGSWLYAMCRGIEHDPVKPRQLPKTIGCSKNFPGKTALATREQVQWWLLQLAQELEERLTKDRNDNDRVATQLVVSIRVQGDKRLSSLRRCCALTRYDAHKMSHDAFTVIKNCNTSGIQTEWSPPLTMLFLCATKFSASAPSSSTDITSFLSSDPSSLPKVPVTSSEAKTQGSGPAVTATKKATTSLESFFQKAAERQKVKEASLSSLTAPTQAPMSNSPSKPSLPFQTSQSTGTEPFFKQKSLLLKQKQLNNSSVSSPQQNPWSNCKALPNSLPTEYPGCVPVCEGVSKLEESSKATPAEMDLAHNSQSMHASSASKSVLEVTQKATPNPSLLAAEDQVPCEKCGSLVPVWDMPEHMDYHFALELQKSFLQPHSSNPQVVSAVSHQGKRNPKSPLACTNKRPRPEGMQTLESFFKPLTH
#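 Fluorescent replication assay: 50 nM final substrate added after a 15 min room-temperature compound preincubation with 10 nM enzyme. Signal taken at 0 min and again at 10 min.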
# G9a block: qHTS Assay for Inhibitors of Histone Lysine Methyltransferase G9a | AID 504332, 2011 | Potency, µM (doses to about 102 µM), without a hit: at the highest dose activity, negative = inhibition, most hits filed as inhibitors | Histone-lysine N-methyltransferase EHMT2 (Homo sapiens), Q96KQ7 | 350,000 compounds, 8.8% hits | G9a H3K9 monomethylation, AlphaScreen, 2 h; further: on the % scale 0 is the no-effect control and ±100 the full control effect; nearly all actives have a fitted effect of over 75% in size
# Target sequence (Q96KQ7 913-1193 limits assumed): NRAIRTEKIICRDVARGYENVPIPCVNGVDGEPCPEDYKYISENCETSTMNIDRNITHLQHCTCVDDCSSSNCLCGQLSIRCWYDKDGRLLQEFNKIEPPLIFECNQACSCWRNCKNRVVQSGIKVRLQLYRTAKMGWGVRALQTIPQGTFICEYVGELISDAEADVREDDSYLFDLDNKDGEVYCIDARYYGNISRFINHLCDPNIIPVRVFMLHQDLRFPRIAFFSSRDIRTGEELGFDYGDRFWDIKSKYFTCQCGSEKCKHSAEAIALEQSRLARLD
#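 Compounds were preincubated with 20 nM G9a for 15 min, after which biotinylated H3K9 peptide (500 nM) and SAM (20 uM) started a 2 h room-temperature reaction. Monomethylated product was quantified by antibody-based AlphaScreen chemiluminescence.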
# Pol beta inh: qHTS Assay for Inhibitors of DNA Polymerase Beta; Pol beta primer extension/strand displacement, fluorescence kinetic; Potency, µM (highest dose often 114 µM), without a hit: at the highest dose activity change, negative = inhibition, hits mostly inhibitors; 340,000 compounds, 1.3% hits; AID 485314, 2010; further: on the % scale 0 is the no-effect control and ±100 the full control effect
#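 Curves were derived by four-parameter Hill fits of normalized qHTS data. The kinetic fluorescent primer-extension read was taken at 0 and 10 min after 50 nM substrate, following a 15 min room-temperature preincubation of 10 nM enzyme with compounds.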
# JMJD2A Tudor: qHTS Assay for Inhibitors of JMJD2A-Tudor Domain; AlphaScreen JMJD2A-Tudor / H3K4me3 peptide binding; 390,000 compounds, 4.4% hits; Potency, µM (series often up to 114 µM), for inactives: top-dose activity change, negative = inhibition, most hits filed as inhibitors; AID 504339, 2011; further: on the % scale 0 is the no-effect control and ±100 the full control effect; nearly all actives have a fitted effect of over 50% in size
# APEX1 inh: qHTS Assay for Inhibitors of the Human Apurinic/apyrimidinic Endonuclease 1 (APE1); recombinant APE1, TAMRA/BHQ-2 abasic DNA cleavage fluorescence; Potency, µM (titrated, usually from 65.8 µM), for the others: at the highest dose activity change, negative = inhibition, most hits filed as inhibitors; 350,000 compounds, 0.35% hits; AID 2517, 2012;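 further: plate controls were vehicle for no effect and reference inhibitor for full effect; nearly all actives have a fitted effect of over 55% in size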
#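 Endonuclease cleavage of a quenched abasic-site DNA duplex (50 nM) by APE1 (0.75 nM) was tracked by TAMRA dequenching. Compounds were preincubated with enzyme 15 min at room temperature; data normalized to buffer-only and DMSO wells plus NSC13755 control.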
# BLM helicase inh: qHTS Assay for Inhibitors of Bloom's syndrome helicase (BLM); Potency, µM (series often up to 56.1 µM), inactives show top-dose activity change, negative = inhibition, hits mostly inhibitors; recombinant BLM DNA unwinding, fluorescence dequenching; AID 2528, 2010; 350,000 compounds, 0.2% hits; RecQ-like DNA helicase BLM (Homo sapiens), P54132;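 further: plate controls were vehicle for no effect and no enzyme for full effect; nearly all actives have a fitted effect of over 35% in size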
# Pol kappa inh: qHTS for Inhibitors of Polymerase Kappa. purified Pol kappa, fluorescent DNA synthesis assay, 10 min. Potency, µM (series often up to 107 µM), for inactives: at the highest dose activity, negative = inhibition, hits mostly inhibitors. 400,000 compounds, 0.53% hits. DNA polymerase kappa (Homo sapiens), Q9UBT6; further: on the % scale 0 is the no-effect control and ±100 the full control effect
#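 10 nM Pol kappa was preincubated with compounds for 15 min at room temperature. Reaction started with 50 nM (final) substrate. Fluorescence read kinetically at 0 and 10 min.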
# BAZ2B inh: qHTS Assay for Inhibitors of BAZ2B; Bromodomain adjacent to zinc finger domain protein 2B (Homo sapiens), Q9UIF8; AlphaScreen BAZ2B-H3K14Ac peptide displacement; Potency, µM (top dose mostly 114 µM), without a hit: at the highest dose activity change, negative = inhibition, actives largely listed as inhibitors; 360,000 compounds, 4.4% hits; AID 504333, 2011; further: on the % scale 0 is the no-effect control and ±100 the full control effect; nearly all actives have a fitted effect of over 60% in size
#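 AlphaScreen displacement: compounds (up to 110uM) incubated 30 min at room temperature with a preformed 50 nM BAZ2B/50 nM biotinylated H3K14Ac peptide complex in PBS pH 7.4 with Tween-20. Donor and acceptor beads at 10 ug/mL final added, 20 min light-protected before reading.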
# Pol iota inh: qHTS for Inhibitors of Polymerase Iota. Potency, µM (highest dose often 115 µM), for inactives: at the highest dose activity, negative = inhibition, most hits filed as inhibitors. Pol iota fluorescent replication assay, 10 min. DNA polymerase iota (Homo sapiens), Q9UNA4. 390,000 compounds, 1% hits
#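 Fluorescent replication assay read twice, at 0 min and 10 min after adding 50 nM (final) substrate. Enzyme (10 nM) and compounds were first incubated 15 min at room temperature; enzyme-free buffer wells were negative controls.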
# Numbers without * were called inactive; ? = inconclusive; nt = no result given; [ ] = another dose, or the depositor's remark. The call rests on the fitted dose curve; in most records, active means well fitted curve in the direction sought with a large enough effect; inconclusive means small, poorly fitted or top-dose-only effect, or another doubt; inactive means no such curve, though single readings can be large; an effect the other way counts as inactive or inconclusive. Potency means the concentration at half of the fitted maximal effect. An excerpt; count on the stated rates, not on these rows.
nr	Molecule	BLM helicase inh	Pol eta inh	APEX1 inh	Pol beta inh	BAZ2B inh	G9a block	Pol kappa inh	Pol iota inh	JMJD2A Tudor
1	CCOc1ccc(C(C)=O)cc1CN1C(=O)NC(C)(C2CC2)C1=O (configuration not stated)	-5%	-8%	-7%	-2%	-21%	9%	-2%	22%	-6%
2	CCC(O)(CCN1CCCCC1)c1ccccc1 (configuration not stated)	-1%	-13%	-4%	24%	-3%	-6%[59 µM]	-23%	-6%	-4%
3	COc1cccc2oc(SC)cc(=O)c12	-3%[120 µM]	nt	-7%[120 µM]	nt	nt	17%[135 µM]	-9%	nt	nt
4	CCC(Sc1ccc(Cl)cc1)C(=O)Nc1nnc(-c2cccc([N+](=O)[O-])c2)s1 (configuration not stated)	-2%	-9%	5%	4%	-1%	-9%	-22%	4%	-6%
5	CCOC(=O)Nc1cc(OC)c(OC)cc1Cc1nccc2cc(OC)c(OC)cc12	3%	-4%	2%	13%	-4%	?	-2%	8%	-15%
6	Cc1cccc(-n2c3c(cc(-c4nc(-c5ccc(Cl)cc5)cs4)c2=O)C(=O)CC(C)(C)C3)c1	-2%	-2%	nt	-33%	15%	-6%[59 µM]	-22%	-5%	15%
7	O=C(c1ccccc1-c1nc(-c2ccccc2)no1)N1CCOCC1	1%	0%	-1%	2%	1%	nt	-3%	8%	-2%
8	Cc1nc(N2CCOCC2)c2c(C)c(C(=O)Nc3ccc(F)cc3F)sc2n1	-11%	2%	2%	31%	7%	5%	-13%	37%[activator]	-8%
9	COc1ccc(C(=O)CN2C(=O)NC3(CCc4ccccc43)C2=O)cc1 (configuration not stated)	-7%	-14%	9%	?	-12%	31%	-10%	-3%	-8%
10	CC(=O)c1ccc(S(=O)(=O)Nc2cccc(-c3ccc(N4CCCC4)nn3)c2)cc1	-8%	?	nt	-28%	-8%	8%[59 µM]	-14%[60.1 µM]	?	-24%
11	CC(C)(C(=O)c1ccccc1)/[N+]([O-])=C/c1ccccc1	nt	-4%	nt	nt	nt	nt	0%	-8%[58.9 µM]	-17%
12	Cc1ccc(C)c(NC(=S)NNC(=S)Nc2ccc(C(C)C)cc2)c1	-8%	-9%	8%	0%	?	32µM*	-13%	-15%	56µM*
13	O=C(CN1CCCCC1)NCCNC(=O)CN1CCCCC1	-1%	-14%	1%	26%	7%	3%[12.7 µM]	-12%	27%	-8%
14	COc1ccc(C2=CC(=O)CC(c3ccc(F)cc3)C2)cc1 (configuration not stated)	nt	-20%	nt	nt	nt	nt	-2%	17%	14%
15	Cc1cc(C(=O)NCCc2ccc(Cl)cc2)c2c(C)nn(-c3cccc(F)c3)c2n1	3%	-12%	nt	2%	7%[57.1 µM]	1%[59 µM]	-1%	14%	-10%
16	Cc1ccc(CC(CC(=O)O)C(=O)Nc2ccc(Cl)cc2)cc1 (configuration not stated)	-4%	-19%	26%	-15%	-27%	-7%	-14%	8%	-14%
17	COc1ccc(C)cc1-n1nnnc1SCC(=O)N1CCC(C(=O)Nc2nccs2)CC1	0%	-10%	-6%	9%	-34%	-4%[12.7 µM]	1%	-7%	-16%
18	CCOC(=O)N1CCC(NC(=O)c2cc(S(=O)(=O)N3CCCC3)cn2C)CC1	-7%	3%	12%	0%	-5%	nt	-16%	7%	-31%
19	O=C(Nc1ccccc1)c1cccc(S(=O)(=O)Oc2ccc([N+](=O)[O-])cc2)c1	-5%	-16%	-1%	?	-36%	-4%[59 µM]	-11%	77%[activator]	-23%
20	CC(C)(C)NC(=O)COC(=O)Cc1ccc(Cl)cc1	-1%	3%	13%	5%	20%	30%	-15%	-3%	-2%
21	CC(C)c1ccc(OCC(=O)NNC(=S)NC(=O)C2CC2)cc1	-1%	-17%	-17%	6%	-1%	-6%[12.7 µM]	-6%	130%[activator]	-25%
22	COc1cc(NC(=O)c2ccc(COCC(F)(F)F)cc2)cc(OC)c1OC	-5%	-6%	-5%	10%	2%	26%	-5%	6%	-34%
23	CNC(=O)c1ccsc1NC(=O)c1ccccc1	1%	-11%	0%	-24%	0%	8%[12.7 µM]	-4%	?	-7%
24	C=CCN(C(=O)C1CC(=O)N(C2CCCC2)C1)c1nc(-c2ccc(S(C)(=O)=O)cc2)cs1 (configuration not stated)	nt	0%	18%	nt	3%	?	0%	12%	-14%
25	CC(=O)c1sc(NC(=O)c2cc(S(=O)(=O)N3CCOCC3)ccc2F)nc1C	nt	-21%	-6%	nt	-1%	9%[2.33 µM]	-18%	21%	-6%

# Next part, starting with the last 2 of the part before.
nr	Molecule	BLM helicase inh	Pol eta inh	APEX1 inh	Pol beta inh	BAZ2B inh	G9a block	Pol kappa inh	Pol iota inh	JMJD2A Tudor
24	C=CCN(C(=O)C1CC(=O)N(C2CCCC2)C1)c1nc(-c2ccc(S(C)(=O)=O)cc2)cs1 (configuration not stated)	nt	0%	18%	nt	3%	?	0%	12%	-14%
25	CC(=O)c1sc(NC(=O)c2cc(S(=O)(=O)N3CCOCC3)ccc2F)nc1C	nt	-21%	-6%	nt	-1%	9%[2.33 µM]	-18%	21%	-6%
26	Cc1cccc(-c2n[nH]c(S(C)(=O)=O)c2C#N)c1	1%	-8%	-6%	36%	4%	5%	-1%	16%	-2%
27	O=C(N/N=C/c1c[nH]c2ccccc12)c1ccccc1O	-3%	-9%	-13%	4%	7%	15%	-14%	-9%	-19%
28	COc1ccccc1NC(=O)c1sc2nc(Cc3ccccc3)cc(C(F)(F)F)c2c1N	-3%	-6%	1%	-1%	81%[activator]	157%[activator][59 µM]	0%	28%	82%[activator]
29	Cc1ccc(C)c(NC(=O)c2c(Cl)nc3ccccn23)c1	-3%	4%	-4%	14%	3%	10%	-2%	14%	-6%
30	CCCc1n(CC)c2ccccc2[n+]1CC(O)COC1CCCCC1 (configuration not stated)	-4%	-24%	2%	27%	-34%	?	-3%	95%[activator]	?
31	COc1ccc(C2NC(=O)N(C)C3=C2C(=O)N(c2ccc(C(=O)O)cc2)C3)cc1 (configuration not stated)	2%	-10%	nt	9%	-12%	0%[59 µM]	6%	-10%	4%
32	C=CC1=C(C(=O)O)N2C(=O)C(NC(=O)Cc3ccccc3)C2SC1 (configuration not stated)	-5%	22µM*	?	?	?	?	79µM*	13µM*	40µM*
33	CCc1ccc(C(=O)c2cn(CC(=O)NCc3ccc(C)cc3)c3nc(C)ccc3c2=O)cc1	-4%	-19%	nt	-5%	-2%	3%[59 µM]	-17%	5%	-19%
34	CCC(C)(C)NC(=O)C(c1ccc(C)o1)N(C(=O)c1csnn1)c1cccc(F)c1 (configuration not stated)	-2%	-13%	2%	-13%	-4%	-7%[59 µM]	0%	16%	-21%
35	O=C(c1cncc(Br)c1)N1CCc2ccccc2C1	-2%	-18%	-2%	8%	-3%	-12%	-2%	2%	2%
36	CCC1CCCCN1C(=O)CCc1nnc(Cc2c[nH]c3ccccc23)o1 (configuration not stated)	-2%	-7%	2%	94%	0%	?	6%[60.1 µM]	40%[activator]	-15%
37	Cc1nc2c(sc3nc4c(cc32)COC(C)(C)C4)c(=O)o1	-1%	-5%	3%	-24%	3%	?	0%	-11%	-3%
38	COc1cc(C(=O)N/C(=C\c2cn(C)c3ccccc23)C(=O)NCCCN2CCOCC2)cc(OC)c1OC	3%	-7%	71%[activator]	-1%	-30%	?	-18%	29%	?
39	CCn1nc(CC(=O)Nc2nnc(CC(=O)N3CCOCC3)s2)c2ccccc2c1=O	0%	-21%	0%	-2%	1%	nt	-3%	9%	-11%
40	CC(C)(C)OC(=O)[C@H](Cc1ccccc1)NC(=O)c1nc[nH]c1C(=O)N[C@@H](CCCCN)C(=O)OC(C)(C)C	nt	-17%	16%	nt	nt	nt	-16%	-29%	?
41	Cc1ccc(C(=O)N/C(=C\C=C\c2ccccc2)C(=O)NCc2ccco2)cc1	-7%	-20%	19%	-9%	?	-8%[59 µM]	-5%	29%	-20%
42	O=C(O)c1ccccc1NC(=S)NC(=O)c1sc2ccccc2c1Cl	1%	9%	1%	23%	-2%	10µM*	-6%	-5%	?
43	CCCCCCSc1ccc(-c2nc3ccc(C)cn3c2NCc2ccccc2)cc1	nt	-11%	-1%	nt	-37%	15%[2.33 µM]	10%	0%	-22%

# Structural class, the compounds so far with two or more sulfur atoms (six)
nr	Molecule	BLM helicase inh	Pol eta inh	APEX1 inh	Pol beta inh	BAZ2B inh	G9a block	Pol kappa inh	Pol iota inh	JMJD2A Tudor
4	CCC(Sc1ccc(Cl)cc1)C(=O)Nc1nnc(-c2cccc([N+](=O)[O-])c2)s1 (configuration not stated)	-2%	-9%	5%	4%	-1%	-9%	-22%	4%	-6%
12	Cc1ccc(C)c(NC(=S)NNC(=S)Nc2ccc(C(C)C)cc2)c1	-8%	-9%	8%	0%	?	32µM*	-13%	-15%	56µM*
17	COc1ccc(C)cc1-n1nnnc1SCC(=O)N1CCC(C(=O)Nc2nccs2)CC1	0%	-10%	-6%	9%	-34%	-4%[12.7 µM]	1%	-7%	-16%
24	C=CCN(C(=O)C1CC(=O)N(C2CCCC2)C1)c1nc(-c2ccc(S(C)(=O)=O)cc2)cs1 (configuration not stated)	nt	0%	18%	nt	3%	?	0%	12%	-14%
25	CC(=O)c1sc(NC(=O)c2cc(S(=O)(=O)N3CCOCC3)ccc2F)nc1C	nt	-21%	-6%	nt	-1%	9%[2.33 µM]	-18%	21%	-6%
42	O=C(O)c1ccccc1NC(=S)NC(=O)c1sc2ccccc2c1Cl	1%	9%	1%	23%	-2%	10µM*	-6%	-5%	?
